Screening results: PubChem BioAssay, several laboratories
Keap1-Nrf2 PPI – Keap1-Nrf2 (human) interaction inhibition | Q14145 | Keap1 Kelch-Nrf2 peptide fluorescence polarization, 1536-well | inhibition, % at 9.4 µM | 340,000 compounds, 0.15% hits; in the data active = inhibition above about 12%;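 also: human Keap1 Kelch domain with fluorescein labeled Nrf2 9mer peptide probe; 0% = neutral control wells and 100% = peptide positive control; higher means more block of Keap1 binding to Nrf2 peptide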
cardiac RTF act – cardiac RTF calcium sensitization | IANBD-labeled TnC RTF fluorescence at EC20 calcium; 0% EC20 calcium, 100% full calcium | activation, % at 7.2 µM | 340,000 compounds, 0.24% hits;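 active = activation above the mean over all tested compounds plus 3 SD, cut at about 30% in these data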;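 also: rise in fluorescence read as greater calcium sensitivity of cardiac thin filaments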
Arr AP2 block – inhibitors of human beta-arrestin and AP2 interaction; FITC-arrestin peptide / GST-AP2 beads, flow cytometry; AP2 beta2 appendage carries R879A mutation; 340,000 compounds, 0.31% hits; AID 504490; inhibition, % at 10 µM;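 active = inhibition above a set limit, near 3 SD of compounds lacking own fluorescence, cut at about 54% in these data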;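 also: plate controls were DMSO wells for no effect and 5 µM unlabelled arrestin peptide for full effect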
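system = GST-tagged AP2 beta2-adaptin appendage (R879A) on 4 µm glutathione beads | reagent = FITC-labelled arrestin peptide probe, 50 nM final | schedule = compound with beads 12 min RT, then probe 1 h RT | signal = HyperCyt-sampled flow cytometry, FL1 channel, ex 488/em 535 nm | read-out = percent response from loss of bead-bound FITC fluorescence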
V-ATPase pH – yeast V-ATPase proton transport regulation by pHLuorin | S. cerevisiae, pHLuorin cytosolic pH fluorescence | AID 504577 | 350,000 compounds, 0.37% hits | response, % at 10 µM; in the data active = response mostly above about 7.3%, no sharp cut-off; inactive = mostly below about 5.4%; also: actives read high; inactives centre near 0; some compounds called inactive have numbers as strong as hits; reference of the scale not given here
MOR-DOR inv ag – mu-delta opioid heterodimer inverse agonism; P35372+P41143; cell-based MOR-DOR heterodimer luminescence; inhibition, % at 9.3 µM; 340,000 compounds, 0.21% hits; in the data active = inhibition above about 22%, passing the limit was not always enough;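 also: 0% = cells with DMSO and 100% = wells without cells with DMSO; values of inactives mirror those of a sister screen read the other way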
Cardiac RTF inh – cardiac RTF calcium desensitization; P19429+P45379; IANBD-labeled cardiac RTF, Ca2+ fluorescence; inhibition, % at 7.15 µM; 340,000 compounds, 0.12% hits; AID 493244;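 active = inhibition above the mean inhibition of all tested compounds plus 3 SD, cut at about 17% in these data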;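 also: assay run at fixed EC70 calcium of 1.6 mM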
Wnt bcat act – activators of Wnt/beta-catenin signaling. activation, % at 9.35 µM. Wnt/beta-catenin reporter cell assay, activator, plate reader. 300,000 compounds, 1.2% hits; in the data active = activation above about 30%, passing the limit was not always enough;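 also: 0% = neutral control wells and 100% = positive control wells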
MOR-DOR ag – OPRM1-OPRD1 heterodimerization agonism; P35372+P41143; AID 504326; cells, luminescence; 340,000 compounds, 0.3% hits; activation, % at 9.3 µM; in the data active = activation above about 18%;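 also: 0% = vehicle-treated cells and 100% = reference agonist; values of inactives mirror those of a sister screen read the other way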
C-LANA FP – blocks KSHV LANA C-terminal domain binding to DNA; MBP-C-LANA/FAM-LBS DNA binding, fluorescence polarization; inhibition, % at 9 µM; 340,000 compounds, 0.078% hits; AID 504423;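 active = highest replicate inhibition at or above 60% at 9 µM, even if other replicates fall short; inactive = all replicates below 60% inhibition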;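 also: 0% = neutral control wells and 100% = 4 µM acridine orange control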
Pemphigus Ab inh – blocks pemphigus antibody binding to human desmoglein-3. P32926. DSG3-coupled beads, scFv-anti-DSG3-GFP binding, flow cytometry; stronger effect = lower value. binding (percent of control), % at 10 µM. 310,000 compounds, 0.48% hits. AID 588358;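 active = binding more than 3 SD below its plate's average and above zero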; also: some compounds called inactive have numbers as strong as hits
Target sequence (P32926 whole entry, looked up): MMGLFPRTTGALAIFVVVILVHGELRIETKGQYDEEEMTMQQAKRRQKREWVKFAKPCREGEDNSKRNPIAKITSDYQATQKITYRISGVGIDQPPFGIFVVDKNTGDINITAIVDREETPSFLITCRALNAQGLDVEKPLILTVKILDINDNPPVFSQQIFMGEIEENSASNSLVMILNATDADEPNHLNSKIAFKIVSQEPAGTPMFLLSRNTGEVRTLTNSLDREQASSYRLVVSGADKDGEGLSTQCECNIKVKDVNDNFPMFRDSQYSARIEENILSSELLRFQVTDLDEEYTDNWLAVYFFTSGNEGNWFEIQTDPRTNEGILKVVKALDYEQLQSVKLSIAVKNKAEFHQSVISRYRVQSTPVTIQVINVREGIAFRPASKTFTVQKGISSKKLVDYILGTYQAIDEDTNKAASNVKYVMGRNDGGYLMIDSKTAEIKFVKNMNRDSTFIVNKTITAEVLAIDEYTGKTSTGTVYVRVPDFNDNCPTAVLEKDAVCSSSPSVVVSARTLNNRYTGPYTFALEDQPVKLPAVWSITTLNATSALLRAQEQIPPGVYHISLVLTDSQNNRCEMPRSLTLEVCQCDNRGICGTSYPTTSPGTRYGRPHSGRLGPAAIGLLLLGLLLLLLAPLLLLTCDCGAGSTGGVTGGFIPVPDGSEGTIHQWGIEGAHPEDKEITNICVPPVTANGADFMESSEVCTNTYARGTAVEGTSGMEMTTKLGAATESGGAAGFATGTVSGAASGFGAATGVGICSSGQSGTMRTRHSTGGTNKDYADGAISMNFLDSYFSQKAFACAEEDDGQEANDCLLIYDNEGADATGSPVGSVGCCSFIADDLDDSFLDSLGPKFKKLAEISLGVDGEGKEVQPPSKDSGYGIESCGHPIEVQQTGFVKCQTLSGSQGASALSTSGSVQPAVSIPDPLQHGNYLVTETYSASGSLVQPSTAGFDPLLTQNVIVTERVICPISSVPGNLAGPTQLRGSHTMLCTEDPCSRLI
The depositor's hits bear a star; nt = no result given.

SMILES	Keap1-Nrf2 PPI	cardiac RTF act	Arr AP2 block	V-ATPase pH	MOR-DOR inv ag	Cardiac RTF inh	Wnt bcat act	MOR-DOR ag	C-LANA FP	Pemphigus Ab inh
O=C(Nc1ccc(F)cc1F)NC1CCN(Cc2c(F)cccc2Cl)CC1	-2	3	-10	-2	-17	-5	-1	3.4	0.9	nt
O=C1C(c2ccncc2)N(CCC2=CCCCC2)C(=O)CN1C1CCCCC1 (centres undefined)	-4	-4	6	5	-3	-9	nt	0.5	-1.0	105
CCOC(=O)Cn1c(C)cc(=O)c2ccccc21	-9	5	1	0	1	0	-3	-0.2	-1.1	102
O=C(OCCN=C1NS(=O)(=O)c2ccccc21)C1CC(=O)N(c2ccc(Cl)cc2)C1 (centres undefined)	-2	-2	19	-1	6	4	-1	-1.1	0.0	96
CCN(Cc1cccc(F)c1)C(=O)c1ccc2ccccc2n1	-2	-3	22	4	6	3	0	-1.0	1.2	108
Cn1c(=O)[nH]c(=O)c2c1nc(N1CCCCC1)n2CC(O)COc1ccc([N+](=O)[O-])cc1 (centres undefined)	2	7	13	6	14	-6	-3	-2.6	0.1	117
CCOc1ccccc1N1CCN(C(=O)c2cc3c(s2)CCC3)CC1	-3	-9	31	1	-7	6	nt	1.3	1.2	99
COC(=O)c1sc(N)c(C(=O)OC)c1COC(=O)CNS(=O)(=O)c1ccc(C)c(C)c1	-4	0	7	-2	7	1	nt	-1.4	-4.0	101
O=C(Nc1ccc(F)cc1)c1cc(Cl)sc1Cl	-3	6	-17	-5	11	3	6	-2.3	-0.6	94
CN(C)S(=O)(=O)c1ccc(N2CCCC2)c(C(=O)Nc2nc3ccccc3s2)c1	-2	-1	28	-2	6	0	-6	-1.0	2.9	116
O=c1c2cc(-c3ccccc3)sc2ncn1/N=C/c1ccco1	-1	-1	-5	-2	16	-1	nt	-2.9	-2.8	98
CCC(C)CCN1C(Nc2ccccc2)=NC[C@@H]1C (some centres undefined)	-3	0	-8	0	-2	-9	-2	0.4	-0.5	106
Cc1ccc(CNC(=O)CCS(=O)(=O)c2cc3c(cc2C)NC(=O)CO3)cc1	-3	16	11	10	-2	-11	0	0.3	-1.2	104
Cc1ccc(C(=O)Nc2ccc(S(=O)(=O)NCc3ccco3)cc2)cc1	0	-4	4	1	-1	2	nt	0.2	-0.3	97
COC(=O)C1=C(C(=O)OC)[C@@H]2N(Cc3ccccc3)c3ccccc3[C@@]23C[C@@H](C(=O)OC)N(C(=O)CC(C)C)C3=N1	-2	3	1	-1	-3	-6	-4	0.5	-0.5	106
Cc1ccc(C(=O)NC2CCCCCC2)cc1N1CCCC1=O	0	2	-2	1	16	-8	nt	-2.9	-0.3	100
O=C(Cc1ccccc1)Nc1ccc(NC(=O)c2cccs2)cc1	6	-2	1	5	9	-5	-1	-1.8	1.5	105
COc1ccccc1N1CCN(S(=O)(=O)c2ccc(-c3cnc(C4CC4)o3)cc2)CC1	-2	-4	-3	3	6	0	1	-1.1	1.0	nt
CC/C(=N\NC(N)=O)c1ccc(OC)c(OC)c1	nt	nt	40	-2	nt	nt	-1	nt	nt	107
O=C(O)c1cc(Nc2cc(Cl)c3nonc3c2[N+](=O)[O-])ccc1O	7	9	2	1	9	-1	-1	-1.8	0.6	105
Cc1cc(-c2nnc(CCC(=O)NC(C)(C)C34CC5CC(CC(C5)C3)C4)o2)no1	-2	-1	-19	0	15	-9	4	-2.7	-0.2	113
COc1cccc(CNC(=O)Cc2csc(Nc3nc(=S)[nH]c4ccccc34)n2)c1	2	6	46	1	13	-10	0	-2.6	1.7	106
CCOC(=O)C1CCN(C(=O)c2ccc(Cl)c(Cl)c2)CC1	-2	-3	-7	2	-5	0	nt	1.0	1.1	102
O=C(Nc1nnc(SCCC2OCCO2)s1)C1CC(=O)N(c2ccc(F)cc2)C1 (centres undefined)	2	-4	-9	-2	4	0	-1	-0.6	2.5	98

Filtered by structure, the entries above containing a nitro group on carbon
SMILES	Keap1-Nrf2 PPI	cardiac RTF act	Arr AP2 block	V-ATPase pH	MOR-DOR inv ag	Cardiac RTF inh	Wnt bcat act	MOR-DOR ag	C-LANA FP	Pemphigus Ab inh
Cn1c(=O)[nH]c(=O)c2c1nc(N1CCCCC1)n2CC(O)COc1ccc([N+](=O)[O-])cc1 (centres undefined)	2	7	13	6	14	-6	-3	-2.6	0.1	117
O=C(O)c1cc(Nc2cc(Cl)c3nonc3c2[N+](=O)[O-])ccc1O	7	9	2	1	9	-1	-1	-1.8	0.6	105

Remaining list, next part.
SMILES	Keap1-Nrf2 PPI	cardiac RTF act	Arr AP2 block	V-ATPase pH	MOR-DOR inv ag	Cardiac RTF inh	Wnt bcat act	MOR-DOR ag	C-LANA FP	Pemphigus Ab inh
Cc1ccc(C(=O)N2CCN(c3ncccn3)CC2)cc1S(=O)(=O)N1CCCCC1	-5	10	-1	3	8	-17	nt	-1.6	-0.5	83
CCC1Oc2ccc(C)cc2N(CC(=O)NCCc2ccc(OC)c(OC)c2)C1=O (centres undefined)	-1	2	-5	3	13	0	7	-2.5	0.9	98
COc1cccc(CNC(=O)c2ccc(OC)c(S(=O)(=O)NC3CCCC3)c2)c1	1	-1	4	5	8	-12	2	-1.2	0.9	91
Cc1cc(C(F)(F)F)n2ncc(-c3ccc(F)cc3)c2n1	2	1	7	-1	4	2	nt	-0.7	-0.4	96
N#C/C(=C\c1ccccc1)C(=O)NCCN1CCOCC1	-2	0	-1	2	3	-4	-1	-0.7	-0.1	108
COc1ccccc1/C=C1\SC(=S)N(CCC(=O)Nc2cccc(O)c2)C1=O	4	0	7	0	-11	-6	-2	2.3	1.4	100
Cc1nc(-c2ccc(S(=O)(=O)NCc3ccccn3)s2)cs1	6	-2	5	-2	10	-7	0	-2.0	1.6	103
O=C(c1ccco1)N1CCN(c2ccnc3cc(Cl)ccc23)CC1	-5	0	7	1	1	3	-3	-0.1	-0.9	106
CCOC(=O)C(=O)N1c2ccccc2C(N(C(=O)C(=O)OCC)c2ccccc2)CC1C (centres undefined)	1	0	39	-8	13	3	2	-2.4	0.7	109
Cc1noc(C)c1CSCC(=O)N(C)CC(=O)Nc1ccc(Cl)c(C(F)(F)F)c1	2	-5	9	-1	5	2	-1	-0.7	0.7	95
COc1ccc(C(C(=O)NC2CCCC2)N(C(=O)c2snc(C(N)=O)c2N)C2CCCC2)cc1OC (centres undefined)	1	-3	18	-4	13	1	-3	-2.5	0.3	111
CCOC(=O)c1sc(Nc2ccc(C)cc2C)nc1C	3	-7	2	1	-47	-7	-2	8.4	1.9	76
Cc1cccc(NC(=S)N=Nc2c(O)n(CN3CCOCC3)c3ccccc23)c1C	-8	7	13	-4	-12	-11	-5	1.9	-0.5	118
CC(C)NC(=O)NC(=O)COC(=O)Cc1ccsc1	3	8	5	1	4	-2	nt	-0.8	-0.8	109
Cc1cc(C(=O)C(C)OC(=O)c2ccc(NC(=O)CC#N)cc2)c(C)n1-c1ccc(OC(F)F)cc1 (centres undefined)	-7	2	2	7	3	4	-7	-0.6	0.0	99
COc1ccc(S(=O)(=O)N(C)CC(=O)NCc2cccnc2)cc1C	-4	2	-11	0	9	1	nt	-1.5	-1.1	99
C=CCN1C(=O)/C(=C/c2ccc(O)cc2)S/C1=N/c1nccs1	2	1	-2	7	1	-5	-1	-0.2	-0.2	106
O=C1C=CC(=O)N1c1ccc(O)cc1	-5	-4	44	3	6	12	16	-1.2	-4.6	93
CCn1c(-c2cccnc2Cl)nc2ccccc21	0	-2	4	-3	8	2	-2	-1.6	1.4	101
COc1cccc(-c2nn(Cc3ccccc3)cc2CO)c1	-8	-2	-6	-4	2	-13	4	-0.3	-0.8	98
CCCc1nc2ccccc2c(=O)n1/N=C/c1ccc(O)cc1O	-2	2	4	0	20	-9	nt	-3.6	-0.9	109
COc1ccccc1-c1c(C)[nH]n2c(=O)c(Cc3ccccc3)c(C)nc12	1	7	3	-2	16	3	-2	-3.1	-2.1	98
O=C(CSc1nc(C2CC2)nc2ccccc12)Nc1ccc2c(c1)OCCO2	-3	2	10	0	14	-8	-6	-3.3	0.8	101
CCOC(=O)[C@@H]1[C@H]2COc3cc(OC)ccc3[C@H]2N2C(=O)N(c3ccc(F)cc3)C(=O)[C@]12C	-3	0	-1	2	13	-3	nt	-2.3	-0.5	100
O=C(O)CCc1ccccc1OC(=O)c1ccccc1	-3	5	-20	-1	12	2	1	-2.4	1.2	106
C/C(=N\NC(=O)CSCc1ccc([N+](=O)[O-])cc1)c1ccccc1O	-6	-6	0	1	12	-2	nt	-2.4	-0.5	83
CCC(CC)NCCOC(=O)c1ccc([N+](=O)[O-])cc1	2	4	0	0	12	-1	-2	-2.2	-0.8	89
CN(C)CCCNC(=S)N1CCC(c2nc3ccccc3[nH]2)CC1	-5	-11	15	-3	13	4	0	-2.8	-1.8	103
Cc1ccn2c(C(=O)CSc3ccccc3)c(C)nc2c1	nt	3	39	3	1	-9	nt	-0.2	nt	104
COC(=O)C1=NN(c2ccccc2)C2C(=O)N(c3ccccc3OC)C(=O)C12 (centres undefined)	0	3	4	3	11	-3	-2	-2.1	-0.5	98
CS(=O)(=O)N(CC(=O)NCc1ccccn1)c1ccc2c(c1)OCCO2	-1	1	-3	0	-8	3	nt	1.5	-0.1	100
CC(Oc1ccccc1Cl)C(=O)Nc1ccc(S(=O)(=O)N2CCCC2)cc1 (centres undefined)	nt	1	1	1	-16	6	-3	3.0	nt	105
O=C(c1cccc(F)c1)n1nnc2ccccc21	-3	-6	-8	0	3	1	-1	-0.5	0.7	nt
CCOc1cc(C(=O)NC(C)C2CC3CCC2C3)cc(OCC)c1OCC (centres undefined)	nt	nt	27	-1	nt	nt	-3	nt	nt	114
NC(=O)COC(=O)c1ccccc1OCc1ccccc1	2	4	41	-8	-2	-2	-1	0.4	-0.1	101
Cc1cccc(NC(=O)c2cc([N+](=O)[O-])ccc2N2CCCCC2)n1	3	-2	-13	-6	-13	-1	0	2.7	1.1	96
COc1ccc(C2=NOC(Cn3nc(C(=O)NCc4cccc(C(F)(F)F)c4)cc3-c3ccccc3)C2)cc1 (centres undefined)	-9	-3	7	2	16	-3	-6	-3.5	-1.0	103
COC(=O)c1nn(-c2cccc(C)c2)c2nnc(Cc3ccccc3)c(=O)n12	-3	2	0	2	-6	4	-2	1.1	-1.4	104
O=C(CSCc1cnn(-c2ccccc2)c1-n1cccc1)N1CCN(Cc2ccccc2)CC1	-3	-2	5	-4	-4	-1	-6	0.7	0.1	104
CN(C)c1ccc(C(=O)/C=C/c2ccccc2)cc1	-6	0	nt	3	-5	-14	nt	0.7	0.2	92
Cn1c(CCN2CCN(c3ccc(F)cc3)CC2)nc2cc(NC(=O)c3ccco3)ccc21	-4	1	-7	5	13	-9	-4	-2.6	0.9	109
O=C(NCCc1cccc(Cl)c1)c1ccc(Cl)c([N+](=O)[O-])c1	-2	-8	-6	2	-16	2	2	2.6	-1.3	101
CO/N=C/C1CCN(c2ncc(C(F)(F)F)cc2Cl)C1=O (centres undefined)	1	-3	-4	2	-8	5	-3	1.1	0.4	103
